CatB inh = human cathepsin B inhibition; P07858; purified cathepsin B, fluorogenic substrate, fluorescence; inhibition, %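 (tested at 10 µM)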; actives 0.1% (n = 63,000); AID 453; in the data active = inhibition above about 21%;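 note: 0% = enzyme with no compound and 100% = no enzyme blank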
CatS block = human cathepsin S inhibition; P25774; recombinant cathepsin S, AMC dipeptide fluorescence, pooled mixtures; inhibition, %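 (tested at 5 µM per compound within 10-compound mixtures)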; actives 0.06% (n = 62,000); AID 501; in the data active = inhibition above about 32%, passing the limit was not always enough;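 note: 0% = enzyme without compound and 100% = blank without enzyme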
Target sequence (P25774 115-331 limits assumed): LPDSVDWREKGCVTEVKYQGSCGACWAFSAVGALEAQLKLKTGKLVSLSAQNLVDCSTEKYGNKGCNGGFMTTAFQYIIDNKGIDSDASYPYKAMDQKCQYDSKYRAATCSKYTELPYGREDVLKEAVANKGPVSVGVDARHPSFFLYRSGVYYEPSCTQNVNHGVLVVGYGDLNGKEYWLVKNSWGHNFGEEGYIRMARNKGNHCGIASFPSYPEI
FXIa inh mix = factor XIa (human) inhibition, mixture screen; inhibition, % at 5 µM; purified FXIa, fluorogenic substrate, pooled mixtures; actives 0.19% (n = 62,000); P03951; in the data active = inhibition above about 20%, passing the limit was not always enough;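 note: each value is inhibition by a whole ten-compound pool holding the compound; 0% = enzyme with no mixture and 100% = wells lacking enzyme; strong numbers were not always called active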
CatB mixtures = human cathepsin B inhibition by mixtures; actives 0.06% (n = 62,000); Purified cathepsin B, AMC dipeptide fluorescence, compound mixtures; P07858; inhibition, %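 (ten-compound pools at 5 µM per compound and 50 µM total)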; in the data active = inhibition above about 22%, passing the limit was not always enough;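 note: 0% = enzyme without compound and 100% = no enzyme blank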
CatL inh = blocks human cathepsin L protease activity; P07711; purified cathepsin L, fluorogenic substrate, fluorescence; inhibition, %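 (tested at 10 µM)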; actives 0.17% (n = 58,000); AID 460; in the data active = inhibition above about 45%;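 note: 0% = enzyme with no compound and 100% = no enzyme blank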
Target sequence (P07711 114-288 limits assumed): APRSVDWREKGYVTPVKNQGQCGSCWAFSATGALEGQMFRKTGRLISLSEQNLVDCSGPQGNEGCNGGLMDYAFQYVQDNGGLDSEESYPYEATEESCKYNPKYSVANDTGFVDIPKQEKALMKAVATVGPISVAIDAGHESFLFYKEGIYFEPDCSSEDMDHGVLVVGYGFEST
Target sequence (P07711 292-333 limits assumed): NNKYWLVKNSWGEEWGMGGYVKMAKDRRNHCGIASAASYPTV
E coli RNAP = inhibitors of Escherichia coli RNA polymerase; E. coli RNA polymerase, fluorescence transcription assay; P0A8V2; AID 559; inhibition, %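 (tested at 10 µM)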; actives 0.2% (n = 62,000); in the data active = inhibition above about 20%;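 note: 0% = enzyme without compound and 100% = no enzyme blank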
C1s inh = blocks human complement C1s protease activity; P09871; purified C1s, fluorogenic AMC substrate, pooled mixtures; mean inhibition % of two 10-compound mixtures (stronger effect = higher value), % at 5 µM (by protocol); actives 0.16% (n = 62,000); AID 538;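 active = inhibition above 20% in each of the two 10-compound mixture wells holding the compound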;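 note: 0% = enzyme wells lacking compound mixture and 100% = no-enzyme blank wells; some compounds called inactive have numbers as strong as hits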
Cathepsin G inh = blocks human cathepsin G enzyme activity; P08311; purified enzyme, AMC-tetrapeptide fluorescence, pooled mixtures; inhibition, % at 5 µM (by protocol); actives 0.2% (n = 62,000);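 active = inhibition above 20% in each of the two mixture wells holding the compound; inactive = inhibition of 20% or less in either well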;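 note: 0% = enzyme control without mixture and 100% = blank lacking enzyme; strong numbers were not always called active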
Target sequence (P08311 21-244 limits assumed): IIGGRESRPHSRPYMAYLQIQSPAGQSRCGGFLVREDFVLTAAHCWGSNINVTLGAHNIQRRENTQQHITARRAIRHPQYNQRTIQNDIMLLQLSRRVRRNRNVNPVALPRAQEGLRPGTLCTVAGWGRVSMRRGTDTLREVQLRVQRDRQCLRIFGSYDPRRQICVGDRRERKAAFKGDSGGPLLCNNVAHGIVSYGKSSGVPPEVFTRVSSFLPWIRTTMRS
AP ELISA ortho = orthogonal test for alternative complement pathway inhibitors; Human serum alternative complement pathway, LPS-coated ELISA, C3 deposition; tested in compound mixtures; inhibition, % at 5 µM; actives 0.08% (n = 62,000);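 active = inhibition above 30% in each of the two pooled mixtures holding the compound, so the lower value exceeds 30%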;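 note: 0% = serum in Mg-EGTA without compound and 100% = EDTA serum blank; some compounds past the cut are filed as inactive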
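Test system: human serum complement alternative pathway, C3 deposition onto LPS / Medium: Mg2+-EGTA GVB++ buffer containing human serum at 1:15 dilution / Probe or stimulus: Plate-bound LPS / Times: 1 h at 37 °C / Signal: ELISA with HRP anti-human C3 antibody, TMB substrate, absorbance 450 nm / Measure: percent inhibition / Repeats: two pool placements per compound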
Active calls of the source: *; . = not tested or not shown. Only part of the results is shown (hit frequency here may not be typical).

SMILES	CatB inh	CatS block	FXIa inh mix	CatB mixtures	CatL inh	E coli RNAP	C1s inh	Cathepsin G inh	AP ELISA ortho
COC(=O)Nc1ccc(C)c(NC(=O)OC)c1	-4	11	6	7	24	4	5	2	6
Cc1ccc(S(=O)(=O)NC2=NCN(CCN3CCOCC3)CN2)cc1	3	-1	3	-4	5	7	1	10	10
O=C(CCCn1c(=O)[nH]c2ccsc2c1=O)N1CCN(Cc2ccc3c(c2)OCO3)CC1	7	11	0	2	16	11	11	5	-1
CCCCCOC(=O)NCCOC(=O)Nc1ccc(C(=O)OCC)cc1	1	16	9	9	17	8	1	1	11
CCCN1CC=C2C(C#N)=C(N)C(C#N)(C#N)C(c3cc(OC)ccc3OC)C2C1 (centres undefined)	4	34	0	41	29	6	-27	7	-5
CCOC(=O)c1ccc(NC(=O)CSc2nnc(CNC(=O)c3ccccc3F)o2)cc1	0	-8	9	6	-1	0	12	8	18
CCOC(=O)C1CCCN(c2ncnc3c2[nH]c2cccc(OC)c23)C1 (centres undefined)	-7	-12	1	-8	-28	-17	-26	-9	21
CC1=C(C(=O)OC2CCCCC2)C(c2ccco2)C2=C(CC(C)(C)CC2=O)N1 (centres undefined)	3	9	10	2	.	-2	-7	-5	7
Cc1ccc2cc(CCNC(=O)C(C)C)c(=O)[nH]c2c1C	-1	-11	-12	-1	-2	3	-87	-3	15
COc1ccc(N2C(=O)C3CCCN3C2c2ccccc2Cl)cc1 (centres undefined)	5	-1	-18	-4	12	8	-46	-8	5
COc1ccc(N(CC(=O)NCc2cccs2)S(=O)(=O)c2c(C)n[nH]c2C)cc1	2	1	0	2	7	5	13	11	10
Cc1cc(C)c2nc(N3CCC(C(=O)N4CCCC4)CC3)sc2c1	-1	-1	-2	1	6	3	-1	6	10
Cc1cc(NC(=O)CSc2nc3ccccc3[nH]2)no1	-1	1	10	8	-3	6	-3	1	15
CCOC(=O)c1[nH]c(C)c(CN(CCc2ccc(OC)c(OC)c2)C(=O)CCCC(=O)O)c1C	3	-11	-9	-6	.	4	-89	-15	-1
N#Cc1c(NC(=O)c2cc(-n3cnnc3)ccc2Cl)sc2c1CCCC2	-1	11	-2	-6	9	-1	-22	1	13
COCCn1c(=S)[nH]c2cc(C(=O)NCCCN3CCOCC3)ccc2c1=O	4	2	10	3	-8	-4	2	0	6
Cc1ccc(C)c(C(=O)c2c(C)nc3sccn23)c1	-3	-2	10	3	7	4	6	35	8
c1cncc(-c2nnc(SCc3cccc4ccccc34)o2)c1	-4	-1	12	5	-3	4	1	1	22
CC1CCc2cc(F)ccc2N1C(=O)CCC(=O)O (centres undefined)	5	-5	-29	-4	8	11	-24	-12	2
CCOC(=O)c1ccc(NC(=O)CSc2nnc(COc3ccccc3)n2C)cc1	3	-6	5	3	11	2	8	5	5
Cc1cccc(CN2CCN(CC(=O)NCCCN3CCCC3=O)C2=O)c1	6	-1	6	3	-5	0	16	34	21
Cn1c(-c2ccc3c(c2)OCO3)cnc1NCc1ccccc1	-2	6	9	-1	-10	-2	-2	2	9
COc1ccc(-n2nc(C(=O)Nc3ccc4c(c3)OCO4)c3c4ccccc4n(C)c3c2=O)cc1	0	2	3	6	1	4	-10	-2	14
CC(C)CC(=O)Nc1ccc(C(=O)COc2ccc(-c3nnco3)cc2)cc1	3	5	4	6	1	5	-1	12	21
CCOC(=O)CSc1nnc(CNC(=O)c2ccc(OC)cc2OC)n1C	-7	4	7	9	5	2	0	1	17
Other entries:
SMILES	CatB inh	CatS block	FXIa inh mix	CatB mixtures	CatL inh	E coli RNAP	C1s inh	Cathepsin G inh	AP ELISA ortho
CCOc1ccc2nc(Nc3nc4c(c(=O)[nH]3)CCC4)nc(C)c2c1	2	-2	1	5	4	6	12	11	31
COc1ccc(C)cc1NC(=O)c1ccc2c(c1)OCO2	13	5	0	5	6	11	13	13	6
CCOC(=O)N1CCN(C(=O)C2CC(c3ccccc3OC)=NO2)CC1 (centres undefined)	-4	-1	6	0	-6	-1	6	3	8
CC(C)COc1ccc(C(=O)OCCN2CCOCC2)cc1	6	2	3	3	2	0	-5	-8	14
c1ccc2c(c1)nc(N1CCOCC1)c1c3ccccc3[nH]c21	1	2	-8	-4	4	-6	-41	-18	-22
Cn1c(=O)n(Cc2ccco2)c(=N)c2c3c(sc21)CCC3	3	16	6	1	8	2	-2	0	15
COc1cccc(-c2nc(CS(=O)(=O)CC(=O)N3CCc4ccccc4C3)c(C)o2)c1	1	-9	3	-6	0	2	-21	5	12
COc1ccccc1NC(=O)c1nnn(Cc2ccccc2)c1NC(C)=O	-2	11	11	6	12	2	0	1	5
CSc1ccccc1NS(=O)(=O)c1ccc2c(c1)OCCO2	1	6	10	6	25	12	4	2	12
Cn1c(=O)[nH]c(=O)c2c1nc(CN1CCOCC1)n2CCCO	2	0	3	2	2	5	5	7	25
CCC(=O)Nc1nnc(-c2ccc(OC)cc2)o1	-2	-3	-1	2	2	8	-17	-2	0
COCc1c(C(=O)OCC(=O)c2c(N)n(CC(C)C)c(=O)n(C)c2=O)oc2ccccc12	3	-20	-25	-13	-2	.	-118	-10	9
COc1ccc(N2C(=O)CC(Sc3ncn[nH]3)C2=O)c(OC)c1 (centres undefined)	3	-4	3	2	-3	-6	-9	-14	-14
COc1cc(NCCCC(C)N)c2ncccc2c1 (centres undefined)	2	39	1	4	-3	4	-13	-3	11
CCN(CC)C(=O)c1c[nH]c2ccc(S(=O)(=O)Nc3cc(C)cc(C)c3)cc2c1=O	0	-5	6	7	-3	-2	9	14	19
c1ccc(N2CCN(c3nc4cc5c(cc4s3)OCO5)CC2)cc1	1	2	7	2	1	4	-2	-1	3
N#Cc1ccc(NC(=O)CN2C(=O)NC(Cc3ccccc3)C2=O)cc1 (centres undefined)	0	5	7	5	0	2	12	7	-7
CCn1ncc(C2=NOC(C(=O)Nc3ccc4c(c3)OCO4)C2)c1C (centres undefined)	4	8	-8	-3	0	-5	-27	-4	-8
O=C(O)CCSc1nc2ccccc2n1CCOc1ccccc1	3	8	4	2	-3	5	-3	-5	1
CCOC(=O)N1CCC(n2c(SCC(=O)Nc3nccs3)nc3ccsc3c2=O)CC1	2	2	1	0	2	7	12	23	6
CCOc1cc(S(=O)(=O)N(CC)CC)ccc1Br	6	-4	3	3	-2	4	17	11	23
COc1ccc(Cc2nnc(SCC(=O)NCCc3ccccc3)o2)cc1	2	3	3	4	1	4	-10	-4	9
O=C(CCCOc1ccccc1)N1CCN(c2ccccn2)CC1	3	-3	3	4	10	4	-12	-7	5
COC(=O)C1=C(C)Nc2nnnn2C1c1ccco1 (centres undefined)	-2	2	11	4	11	6	0	7	12
O=C(OCCN=C1NS(=O)(=O)c2ccccc21)c1cccnc1	5	6	3	2	15	6	3	-2	1

At a glance, 3 of the compounds above:
SMILES	CatB inh	CatS block	FXIa inh mix	CatB mixtures	CatL inh	E coli RNAP	C1s inh	Cathepsin G inh	AP ELISA ortho
O=C(CCCOc1ccccc1)N1CCN(c2ccccn2)CC1	3	-3	3	4	10	4	-12	-7	5
COC(=O)C1=C(C)Nc2nnnn2C1c1ccco1 (centres undefined)	-2	2	11	4	11	6	0	7	12
O=C(OCCN=C1NS(=O)(=O)c2ccccc21)c1cccnc1	5	6	3	2	15	6	3	-2	1

Sorted by the number under CatB inh (low to high): 3 of the compounds above
SMILES	CatB inh	CatS block	FXIa inh mix	CatB mixtures	CatL inh	E coli RNAP	C1s inh	Cathepsin G inh	AP ELISA ortho
COC(=O)C1=C(C)Nc2nnnn2C1c1ccco1 (centres undefined)	-2	2	11	4	11	6	0	7	12
N#Cc1ccc(NC(=O)CN2C(=O)NC(Cc3ccccc3)C2=O)cc1 (centres undefined)	0	5	7	5	0	2	12	7	-7
Cn1c(=O)[nH]c(=O)c2c1nc(CN1CCOCC1)n2CCCO	2	0	3	2	2	5	5	7	25

Continuation.
SMILES	CatB inh	CatS block	FXIa inh mix	CatB mixtures	CatL inh	E coli RNAP	C1s inh	Cathepsin G inh	AP ELISA ortho
CCOC(=O)N1CCC(NS(=O)(=O)c2ccc3c(c2)C(C)(C)C(=O)N3C)CC1	5	3	7	3	8	9	11	9	14
CCCCCNC(=O)Cc1ccc(OC)cc1	-1	-7	1	-6	-15	-7	-9	-5	2
COC(=O)c1ccccc1NC(=O)C1CCN(S(C)(=O)=O)CC1	-4	5	6	6	11	4	3	3	14
O=C(COC(=O)C1CC(=O)N(c2ccc3c(c2)OCCO3)C1)Nc1ccc2c(c1)CCC2 (centres undefined)	4	2	3	5	6	5	3	11	8
CCn1c(C2CC(=O)N(Cc3ccccc3)C2)nc2ccccc21 (centres undefined)	5	16	7	4	7	9	10	11	9
Cc1cccc2cc(C#N)c(N3CCCC3)nc12	1	0	-3	5	-4	-8	-27	-12	-22
CCCc1nc2c(nnn2Cc2ccccc2)c(=O)[nH]1	1	0	-5	-1	11	1	-23	-11	-19
CCOC(=O)c1cnn2c(C)cc(-c3ccccc3)nc12	-1	0	3	7	-14	-1	-3	8	-3
CCOC(=O)N1CCC(Nc2c(NCCN3CCN(Cc4ccccc4)CC3)c(=O)c2=O)CC1	0	-8	1	-2	4	-9	-16	-13	-2
Cc1cc(C)cc(C(=O)N2CCC(C(N)=O)CC2)c1	-2	15	6	9	5	12	5	2	-2
CCN(CC)C1CCCCC1NS(=O)(=O)c1ccc(Cl)cc1 (centres undefined)	3	17	5	1	-2	1	-6	4	8
S=C(NCC1CCCO1)n1nnc2ccccc21 (centres undefined)	5	-3	7	-2	0	6	6	9	14
COc1cccc(Oc2nc3ncn(Cc4ccccc4)c3c(=O)n2C)c1	3	19	3	3	0	7	-2	-7	-9
Clc1ccc(SCCn2ccnc2)cc1	3	3	16	4	10	12	19	12	3
O=C(OCC(=O)N1CCN(C(=O)c2ccco2)CC1)c1cn(-c2ccccc2)nc1-c1ccccc1	-8	-4	13	7	1	-1	2	1	15
Cc1[nH]nc2c1/C(=N\O)CC(C)(C)C2	-3	-11	9	-1	-8	2	0	2	7
N#C/C(C(=O)N1CCOCC1)=C1/SC(Cc2ccccc2)C(=O)N1c1ccccc1 (centres undefined)	-1	-4	11	0	2	8	-47	9	-6
COC(=O)c1ccc(COC(=O)c2ccc(N(C)C)cc2)cc1	2	20	5	6	-10	10	9	10	9
Cc1nnc(C)n1/N=C/c1ccc(C(C)C)cc1	-1	5	4	6	16	9	6	3	-2
Cc1cc2c(cc1C)NC1(C(=O)Nc3ccccc31)C1=C(CC(C)(C)CC1=O)N2 (centres undefined)	4	0	6	-2	11	6	16	10	0
Cn1c(C(=O)N2CCN(Cc3ccccc3)CC2)cc2c(=O)n(C)c3ccccc3c21	-1	51*	5	1	18	3	-16	-1	20
O=C(C1CCCN(Cc2ccncc2)C1)N1CCc2ccccc2C1 (centres undefined)	-4	4	3	7	6	2	-24	16	15
COc1cccc(C(=O)NC(C)C(c2cccs2)N2CCN(C)CC2)c1 (centres undefined)	5	9	-4	-3	9	6	0	9	-1
CCOC(=O)c1ccc(N2C(=O)CC(NC3CCN(C(=O)c4cccc(Cl)c4)CC3)C2=O)cc1 (centres undefined)	-7	-6	9	4	-20	-1	2	-1	12
CCn1ncc(C2=NOC(C(=O)Nc3cnn(C45CC6CC(CC(C6)C4)C5)c3)C2)c1C (centres undefined)	-3	6	4	0	-7	-7	2	3	11
CCOC(=O)c1c(C)c(C(=O)Nc2ccc3c(c2)OCO3)c(C)n1C	3	-6	9	6	2	3	11	7	17
CC(=O)Nc1cnc(NC(=O)c2cccc(F)c2)cc1C	2	8	-19	0	.	9	-44	-3	10
c1ccc2[nH]c(CSc3nc4ccccc4o3)nc2c1	3	-1	-8	1	-3	4	-47	0	27
COC(=O)C1=C(N)OC2=C(C(=O)CC(C)(C)C2)C1c1ccoc1 (centres undefined)	8	16	3	8	4	9	-9	12	5

From PubChem BioAssay
